High-throughput results (PubChem BioAssay)
pPAFAH inh = inhibitors of human plasma PAF acetylhydrolase (pPAFAH); Q13093; recombinant pPAFAH, FP-rhodamine probe fluorescence polarization; inhibition, % at 3.39 µM; 330,000 compounds, 1.5% hits; AID 463082;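 active = inhibition above the mean inhibition across the screen plus 3 SD, cut at about 25% in these data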;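 also: inhibitors block binding of the rhodamine activity-based probe so polarization drops; 0% = enzyme with DMSO and 100% = wells lacking pPAFAH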
AHR act = activators of human aryl hydrocarbon receptor; AHR-responsive luciferase reporter cells, luminescence; activation, % at 5 µM; 320,000 compounds, 2.5% hits; AID 2796; in the data active = activation above about 47%;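 also: 0% = vehicle wells and 100% = reference agonist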
Bcl-xL primary = inhibitors of human Bcl-xL; inhibition, % at 10.9 µM; GST-Bcl-xL / FITC-Bim BH3 peptide fluorescence polarization; 320,000 compounds, 0.7% hits; AID 2129;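 active = inhibition above the mean of all tested compounds plus 3 SD, cutoff set per campaign, cut at about 30% in these data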;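 also: 0% = DMSO wells and 100% = unlabeled Bim-BH3 peptide competitor; inhibitors lower millipolarization by displacing the labeled peptide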
Target sequence (Q07817 whole entry, looked up): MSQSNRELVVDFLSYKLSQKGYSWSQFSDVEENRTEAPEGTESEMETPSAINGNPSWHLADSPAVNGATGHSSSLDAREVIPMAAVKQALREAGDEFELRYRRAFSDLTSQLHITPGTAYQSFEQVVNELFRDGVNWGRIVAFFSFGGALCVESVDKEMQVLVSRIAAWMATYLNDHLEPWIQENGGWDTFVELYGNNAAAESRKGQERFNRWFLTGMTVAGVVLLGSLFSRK
MCL1 BIM primary = inhibitors of human MCL1 binding to BIM-BH3 peptide. GST-MCL1 / FITC-Bim-BH3 fluorescence polarization. 320,000 compounds, 0.68% hits. Q07820. inhibition, % at 10.9 µM;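 active = inhibition above the mean inhibition of all tested compounds plus 3 SD, set per campaign, cut at about 40% in these data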;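 also: 0% = DMSO wells and 100% = unlabeled Bim-BH3 peptide control; higher means more loss of mP so more displacement of Bim peptide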
PAFAH1B2 FP inh = PAFAH1B2 (human) inhibition. P68402. recombinant PAFAH1B2, FP-rhodamine activity probe, fluorescence polarization. inhibition, % at 3.39 µM. 340,000 compounds, 1.2% hits;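 active = inhibition above the mean of all tested compounds plus 3 SD, cut at about 24% in these data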;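 also: 0% = enzyme with DMSO and 100% = wells lacking PAFAH1B2; many of its hits are not listed in these tables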
Fam108B counter = blocks mouse Fam108B hydrolase in RBBP9 counter-screen | recombinant Fam108B, FP-Rh probe fluorescence polarization | inhibition, % at 9.51 µM | 300,000 compounds, 0.33% hits;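 active = inhibition above the screen mean inhibition plus 3 SD, computed separately per campaign, cut at about 18% in these data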;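 also: inhibitors lower polarization as less probe binds the enzyme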
MEX-5 binding = C. elegans MEX-5 TCR-2 RNA binding activity | 300,000 compounds, 0.38% hits | MEX-5/FITC-TCR2 RNA binding, fluorescence polarization; stronger effect = lower value | Q9XUB2 | activity score (negative = inhibition of binding), % at 10 µM;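 active = inhibition past about -25% in most replicates, and total fluorescence under double the plate's negative control median, limit read from the data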;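 also: 0% = DMSO and -100% = 5 µM competing unlabeled TCR2 RNA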
Target sequence (Q9XUB2 whole entry, looked up): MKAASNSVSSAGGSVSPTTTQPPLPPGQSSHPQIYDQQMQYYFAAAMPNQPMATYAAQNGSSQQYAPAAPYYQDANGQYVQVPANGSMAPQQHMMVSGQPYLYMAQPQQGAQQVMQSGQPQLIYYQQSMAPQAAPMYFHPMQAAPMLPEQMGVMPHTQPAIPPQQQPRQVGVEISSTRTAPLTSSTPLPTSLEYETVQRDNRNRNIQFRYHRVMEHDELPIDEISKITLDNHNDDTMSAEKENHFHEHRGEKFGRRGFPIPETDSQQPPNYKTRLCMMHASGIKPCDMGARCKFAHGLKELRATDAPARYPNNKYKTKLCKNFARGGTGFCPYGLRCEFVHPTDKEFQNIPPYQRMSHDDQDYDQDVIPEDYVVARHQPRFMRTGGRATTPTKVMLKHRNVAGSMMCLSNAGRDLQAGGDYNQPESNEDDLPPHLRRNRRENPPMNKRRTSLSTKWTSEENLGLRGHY
PME-1 inh = PME-1 (human) inhibition; Q9Y570; recombinant PME-1, FP-Rh probe fluorescence polarization; inhibition, % at 5.9 µM; 320,000 compounds, 0.53% hits;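 active = inhibition above the campaign mean of all compounds plus 3 SD, cut at about 26% in these data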;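 also: competitive labeling of PME-1 active site by serine hydrolase directed probe; 0% = PME-1 with DMSO and 100% = wells lacking PME-1 enzyme; inhibitors block probe labeling so polarization falls and inhibition rises; many of its hits are not listed in these tables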
Target sequence (Q9Y570 whole entry, looked up): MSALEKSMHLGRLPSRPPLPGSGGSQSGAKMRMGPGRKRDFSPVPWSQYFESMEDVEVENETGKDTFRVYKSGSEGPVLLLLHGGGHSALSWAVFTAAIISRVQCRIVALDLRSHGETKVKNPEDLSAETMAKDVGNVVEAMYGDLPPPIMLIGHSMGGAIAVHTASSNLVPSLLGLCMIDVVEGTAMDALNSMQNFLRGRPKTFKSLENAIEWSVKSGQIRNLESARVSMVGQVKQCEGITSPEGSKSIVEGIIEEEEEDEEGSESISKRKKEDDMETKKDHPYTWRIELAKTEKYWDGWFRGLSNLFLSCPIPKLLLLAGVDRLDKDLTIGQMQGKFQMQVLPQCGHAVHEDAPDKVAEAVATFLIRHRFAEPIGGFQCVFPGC
GLD-1 RNA inh = GLD-1-TGE RNA interaction inhibition (C. elegans); purified GLD-1 + fluorescein TGE RNA, fluorescence polarization; Q17339; inhibition, % at 5.96 µM; 320,000 compounds, 0.44% hits;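 active = percent inhibition above a per-plate cutoff, the plate mean of test compounds plus 3 SD, cut at about 30% in these data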;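 also: 0% = DMSO wells with GLD-1 and probe and 100% = wells lacking GLD-1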
Starred values were filed as active, the others as inactive. Only part of the results is shown; the hit share may differ from the screen's.

For CSc1nc(N)nc(C(C)C)n1 the results were pPAFAH inh 6, AHR act -1, Bcl-xL primary 7, MCL1 BIM primary 66*, PAFAH1B2 FP inh 5, Fam108B counter 6, MEX-5 binding 0.4, PME-1 inh 2 and GLD-1 RNA inh 0.
`COc1ccc(C(=O)N/N=c2\oc3ccccc3cc2C(=O)NCc2ccccc2)cc1` gave pPAFAH inh 0, AHR act 8, Bcl-xL primary 7, MCL1 BIM primary 4, PAFAH1B2 FP inh 0, Fam108B counter -2, MEX-5 binding -2.3, PME-1 inh -4 and GLD-1 RNA inh -7.
For COc1ccccc1N1CCN(CCN2C(=O)C3CCCCN3C2=O)CC1 (configuration not stated) the results were pPAFAH inh -1, AHR act 2, Bcl-xL primary 0, MCL1 BIM primary 26, PAFAH1B2 FP inh 5, Fam108B counter -5, MEX-5 binding -2.3, PME-1 inh -7 and GLD-1 RNA inh -7.
CCOc1ccc(NC(=O)C(CC(=O)O)Cc2ccccc2)cc1 (configuration not stated) was read as pPAFAH inh 2, AHR act 1, Bcl-xL primary 1, MCL1 BIM primary 1, PAFAH1B2 FP inh -2, Fam108B counter 2, MEX-5 binding 2.2, PME-1 inh -5 and GLD-1 RNA inh 1.
`COc1ccc(/C=C/C(=O)NCC(=O)N=Nc2c(O)[nH]c3ccc([N+](=O)[O-])cc23)cc1` gave pPAFAH inh 8, AHR act 6, Bcl-xL primary 13, MCL1 BIM primary 12, PAFAH1B2 FP inh -13, Fam108B counter -20, MEX-5 binding 1.4, PME-1 inh 1 and GLD-1 RNA inh -5.
Screening O=C(Cn1ncc2c([nH]c3ccccc32)c1=O)Nc1cccnc1 returned pPAFAH inh 2, AHR act 5, Bcl-xL primary -1, MCL1 BIM primary 3, PAFAH1B2 FP inh 1, Fam108B counter 0, MEX-5 binding -1.2, PME-1 inh 1 and GLD-1 RNA inh -7.
Cc1ccc(OCc2nnc(SCC(=O)Nc3nccs3)n2-c2ccccc2)cc1C was read as pPAFAH inh -1, AHR act -2, Bcl-xL primary 0, MCL1 BIM primary 7, PAFAH1B2 FP inh -2, Fam108B counter -4, MEX-5 binding -1.0, PME-1 inh -3 and GLD-1 RNA inh 0.
For Cc1ccc2c(c1)C(=O)CC1(CCCC1)O2 the results were pPAFAH inh 1, AHR act 1, Bcl-xL primary 5, MCL1 BIM primary 8, PAFAH1B2 FP inh 8, Fam108B counter 4, MEX-5 binding -2.2, PME-1 inh -2 and GLD-1 RNA inh -7.
O=C(CCN1C(=O)COc2ccccc21)NCCN1CCN(c2ccccc2F)CC1 was read as pPAFAH inh 0, AHR act -3, Bcl-xL primary -2, MCL1 BIM primary 0, PAFAH1B2 FP inh 0, Fam108B counter 1, MEX-5 binding -0.3, PME-1 inh -4 and GLD-1 RNA inh 0.
Screening Cc1ccc(C(=O)NC2CC(C)(C)NC(C)(C)C2)cc1C returned pPAFAH inh -3, AHR act 5, Bcl-xL primary 0, MCL1 BIM primary -1, PAFAH1B2 FP inh 1, Fam108B counter -1, MEX-5 binding -3.3, PME-1 inh -2 and GLD-1 RNA inh 1.
`CN(C)/C=N/c1cc(=O)[nH]c(=O)n1C` gave pPAFAH inh 9, AHR act 9, Bcl-xL primary -2, MCL1 BIM primary -4, PAFAH1B2 FP inh -2, Fam108B counter -1, MEX-5 binding 1.0, PME-1 inh 4 and GLD-1 RNA inh -4.
Screening c1ccc(-c2cc3c(ccc4nonc43)nn2)cc1 returned pPAFAH inh 2, AHR act 48*, Bcl-xL primary 6, MCL1 BIM primary 10, PAFAH1B2 FP inh 0, Fam108B counter -3, MEX-5 binding -1.3, PME-1 inh -1 and GLD-1 RNA inh 4.
`O=C1Nc2ccccc2N(O)N1c1cc(-c2cccc(Cl)c2)no1` gave pPAFAH inh -5, AHR act 7, Bcl-xL primary 4, MCL1 BIM primary 9, PAFAH1B2 FP inh 7, Fam108B counter 0, MEX-5 binding -3.5, PME-1 inh 3 and GLD-1 RNA inh 1.
Screening COc1ccc(CCNC(=O)c2cn(C)c3ccc(S(=O)(=O)N4CCOCC4)cc3c2=O)cc1OC returned pPAFAH inh 2, AHR act 3, Bcl-xL primary 8, MCL1 BIM primary 4, PAFAH1B2 FP inh 1, Fam108B counter -2, MEX-5 binding -0.1, PME-1 inh -7 and GLD-1 RNA inh -3.
For COc1ccc(CN2C(=O)c3ccccc3C(/C=N/OCc3ccc(Cl)cc3)C2=O)cc1 (configuration not stated) the results were pPAFAH inh 4, AHR act 2, Bcl-xL primary -9, MCL1 BIM primary -15, PAFAH1B2 FP inh 6, Fam108B counter 9, MEX-5 binding 5.7, PME-1 inh 4 and GLD-1 RNA inh -8.
Screening Cc1cccc(NC(=O)c2cc([N+](=O)[O-])ccc2Cl)c1O returned pPAFAH inh -1, AHR act 48*, Bcl-xL primary 4, MCL1 BIM primary 18, PAFAH1B2 FP inh 1, Fam108B counter -1, MEX-5 binding 0.7, PME-1 inh 0 and GLD-1 RNA inh 0.
`CCOC(=O)N1CCN(C(=O)CN(C)S(=O)(=O)c2ccc3c(c2)C(C)(C)C(=O)N3C)CC1` gave pPAFAH inh 3, AHR act 2, Bcl-xL primary 7, MCL1 BIM primary 2, PAFAH1B2 FP inh -3, Fam108B counter 2, MEX-5 binding -1.9, PME-1 inh -3 and GLD-1 RNA inh 5.
For CCCCC(=O)N(c1ccc(C(=O)O)cc1)c1nc(-c2ccc(Cl)cc2)c(CC)s1 the results were pPAFAH inh 2, AHR act 1, Bcl-xL primary 5, MCL1 BIM primary 11, PAFAH1B2 FP inh -4, Fam108B counter -6, MEX-5 binding 1.0, PME-1 inh -5 and GLD-1 RNA inh -4.
For COC(=O)C(C)n1nc(C)n(-c2ccc(C)cc2)c1=O (configuration not stated) the results were pPAFAH inh 4, AHR act 1, Bcl-xL primary 5, MCL1 BIM primary 2, PAFAH1B2 FP inh 2, Fam108B counter -3, MEX-5 binding -1.5, PME-1 inh 0 and GLD-1 RNA inh 8.
For Nc1nnc(-c2ccncc2)s1 the results were pPAFAH inh 0, AHR act -2, Bcl-xL primary 2, MCL1 BIM primary -2, PAFAH1B2 FP inh 1, Fam108B counter 0, MEX-5 binding -0.2, PME-1 inh -16 and GLD-1 RNA inh 5.
CC(O)c1nc2ccccc2n1C(C)c1ccccc1 (configuration not stated) was read as pPAFAH inh 5, AHR act 2, Bcl-xL primary 1, MCL1 BIM primary 4, PAFAH1B2 FP inh 0, Fam108B counter -1, MEX-5 binding 1.4, PME-1 inh 1 and GLD-1 RNA inh -4.
`Nc1ncnc2c1ncn2[C@@H]1O[C@H](CNCc2c(OCc3ccccc3F)ccc3ccccc23)[C@@H](O)[C@H]1O` gave pPAFAH inh 0, AHR act 4, PAFAH1B2 FP inh -2 and GLD-1 RNA inh 1.
`COc1ccnc(NCc2cccnc2)c1C#N` gave pPAFAH inh -2, AHR act 0, Bcl-xL primary 4, MCL1 BIM primary -8, PAFAH1B2 FP inh 4, Fam108B counter 0, MEX-5 binding -1.3, PME-1 inh -5 and GLD-1 RNA inh 8.
`CCNC(=S)NNC(=O)c1cc(C2CC2)nc2ccccc12` gave pPAFAH inh 8, AHR act 5, Bcl-xL primary 6, MCL1 BIM primary 9, PAFAH1B2 FP inh 2, Fam108B counter -1, MEX-5 binding 0.5, PME-1 inh -4 and GLD-1 RNA inh 0.
`CC(C(=O)Nc1ccc(Cl)cc1)c1ncc(C(F)(F)F)cc1Cl` (configuration not stated) gave pPAFAH inh -11, AHR act -2, Bcl-xL primary 4, MCL1 BIM primary 5, PAFAH1B2 FP inh 1, Fam108B counter 3, MEX-5 binding -0.1, PME-1 inh -6 and GLD-1 RNA inh 0.
`O=C(O)COCC(=O)N1CCN(C2c3ccccc3-c3ccccc32)CC1` gave pPAFAH inh 5, AHR act -2, Bcl-xL primary -4, MCL1 BIM primary -2, PAFAH1B2 FP inh -3, Fam108B counter 2, MEX-5 binding 2.5, PME-1 inh -4 and GLD-1 RNA inh 4.
For CCOC(=O)c1cn(-c2ccc([N+](=O)[O-])cc2)c2cc(Cl)c([N+](=O)[O-])cc2c1=O the results were pPAFAH inh 1, AHR act 1, Bcl-xL primary 3, MCL1 BIM primary -3, PAFAH1B2 FP inh 4, Fam108B counter 1, MEX-5 binding 1.6, PME-1 inh -7 and GLD-1 RNA inh 1.
Screening NC(=O)c1ccc(NC(=O)CNCc2ccccc2Cl)cc1 returned pPAFAH inh 4, AHR act 2, Bcl-xL primary 7, MCL1 BIM primary 7, PAFAH1B2 FP inh 0, Fam108B counter 3, MEX-5 binding 3.4, PME-1 inh 1 and GLD-1 RNA inh 10.
Screening CCCCc1ccc(/C=C2/C(=O)ON=C2c2ccccc2)s1 returned pPAFAH inh 7, AHR act 0, Bcl-xL primary 4, MCL1 BIM primary 6, PAFAH1B2 FP inh 1, Fam108B counter -13, MEX-5 binding -3.1, PME-1 inh -6 and GLD-1 RNA inh 3.
Screening Nc1ccc(-c2n[nH]c(=O)c3ccccc23)cc1N returned pPAFAH inh 3, AHR act 3, Bcl-xL primary 10, MCL1 BIM primary 1, PAFAH1B2 FP inh -2, Fam108B counter 1, MEX-5 binding 1.4, PME-1 inh -6 and GLD-1 RNA inh 1.
Cc1ccccc1CNS(=O)(=O)c1ccccc1[N+](=O)[O-] was read as pPAFAH inh 7, AHR act -1, Bcl-xL primary 3, MCL1 BIM primary 2, Fam108B counter 4, MEX-5 binding 0.5, PME-1 inh 4 and GLD-1 RNA inh 4.
For Cc1nn(S(=O)(=O)c2ccc(F)cc2)c(C)c1S(=O)(=O)N1CCOCC1 the results were pPAFAH inh 1, AHR act 0, Bcl-xL primary 1, MCL1 BIM primary 7, PAFAH1B2 FP inh 3, Fam108B counter 4, MEX-5 binding 2.9, PME-1 inh -2 and GLD-1 RNA inh 3.
Screening COc1ccc(CCNC(=O)c2ccc3c(c2)NC(=O)C(N2CCOCC2)S3)cc1OC (configuration not stated) returned pPAFAH inh 6, AHR act -1, Bcl-xL primary -1, MCL1 BIM primary -7, PAFAH1B2 FP inh 3, Fam108B counter -3, MEX-5 binding 0.2, PME-1 inh 2 and GLD-1 RNA inh -12.
Screening CC(C)c1ccc(NC(=O)COc2ccc(C3SCCS3)cc2)cc1 returned pPAFAH inh 5, AHR act -1, Bcl-xL primary 6, MCL1 BIM primary 0, PAFAH1B2 FP inh 3, Fam108B counter -1, MEX-5 binding 1.4, PME-1 inh -2 and GLD-1 RNA inh 1.
Screening CCC(=O)Nc1nc(CC(=O)Nc2ccccc2OC)cs1 returned pPAFAH inh -2, AHR act 14, Bcl-xL primary -1, MCL1 BIM primary -8, PAFAH1B2 FP inh 2, Fam108B counter -1, MEX-5 binding 2.2, PME-1 inh 6 and GLD-1 RNA inh -7.
CCC(CC)NC(=O)c1cc([N+](=O)[O-])ccc1N1CCOCC1 was read as pPAFAH inh 5, AHR act -1, Bcl-xL primary 4, MCL1 BIM primary 5, PAFAH1B2 FP inh 7, Fam108B counter 1, MEX-5 binding 2.6, PME-1 inh 4 and GLD-1 RNA inh -2.
O=C(NCC1COc2ccccc2O1)C1CCN(S(=O)(=O)c2ccccc2)CC1 (configuration not stated) was read as pPAFAH inh 0, AHR act 5, PAFAH1B2 FP inh 1 and GLD-1 RNA inh 1.
